Assay outcomes (PubChem)
Tau fibril ThT – inhibitors of human tau fibril formation, thioflavin T binding; recombinant tau K18 P301L, heparin-induced fibrillization, ThT fluorescence; P10636; AID 1460; actives 2.1% (n = 270,000); Potency, µM (top dose mostly 57.4 µM), inactives show at the top dose activity, negative = inhibition, actives largely listed as inhibitors; further: on the % scale 0 is the no-effect control and ±100 the full control effect; nearly all actives have a fitted effect of over 55% in size
Target sequence (P10636 561-689 P618L limits assumed): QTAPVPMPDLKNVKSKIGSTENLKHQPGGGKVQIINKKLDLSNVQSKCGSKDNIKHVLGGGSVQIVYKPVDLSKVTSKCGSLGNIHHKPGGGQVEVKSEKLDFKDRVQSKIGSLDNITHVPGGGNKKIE
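Fibril formation assay: tau K18 P301L at 15 uM with trace Alexa 594 label, heparin inducer 20 uM, pH 7 sodium acetate buffer, 37 C for 6 hr; endpoint ThT signal.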
KDM4E inh – blocks human JMJD2E demethylase activity | Potency, µM (highest dose often 57.1 µM), without a hit: at the highest dose activity change, negative = inhibition, actives largely listed as inhibitors | AID 2147 | actives 1.6% (n = 230,000) | JMJD2E catalytic domain, FDH-coupled NADH fluorescence (FDH is formaldehyde dehydrogenase) | B2RXH2; active means well fitted inhibition curve with a large enough effect, not every such curve was filed as active; inconclusive means small, poorly fitted or top-dose-only effect, or another doubt; inactive means no such curve, though single readings can be large or run the other way;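 further: 0% = wells with enzyme and -100% = buffer wells without enzyme; nearly all actives have a fitted effect of over 50% in size; many of its hits are not listed in these tables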
Target sequence (B2RXH2 1-337 limits assumed): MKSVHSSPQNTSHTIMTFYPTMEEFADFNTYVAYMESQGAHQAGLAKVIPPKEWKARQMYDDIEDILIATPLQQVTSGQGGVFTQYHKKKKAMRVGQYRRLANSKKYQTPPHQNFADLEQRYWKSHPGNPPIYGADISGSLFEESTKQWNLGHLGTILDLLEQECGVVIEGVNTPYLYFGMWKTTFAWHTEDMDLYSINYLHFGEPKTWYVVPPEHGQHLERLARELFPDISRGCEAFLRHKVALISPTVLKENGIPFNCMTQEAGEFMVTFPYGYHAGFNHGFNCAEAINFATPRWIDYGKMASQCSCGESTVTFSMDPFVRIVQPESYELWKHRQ
SMN2 splice enh – increases expression of the SMN2 splice variant. AID 1458. Potency, µM (titrated, usually from 46.1 µM), for inactives: at the top dose activity change, positive = activation, most hits filed as activators. HEK293 SMN2-luciferase splicing reporter, luminescence, 30-36 h. actives 2.8% (n = 210,000); further: % of control where 0% means no effect; nearly all actives have a fitted effect of over 55% in size
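HEK293 cells carry an SMN2 […]–luciferase reporter in which exon 7 inclusion puts luciferase in frame. Cells were plated 10-12 h before compound addition, then incubated 30-36 h at 37C. ONE-Glo luminescence was read; sodium butyrate at 4.5 mM final served as control.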
RECQ1 inh – RECQ1 (human) helicase inhibition; P46063; RECQ1 DNA unwinding, red fluorescence kinetic read; Potency, µM (titrated, usually from 57.3 µM), for inactives: at the top dose activity, negative = inhibition, usual class: inhibitors; actives 0.54% (n = 240,000);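 further: plate controls were vehicle for no effect and no enzyme for full effect; nearly all actives have a fitted effect of over 30% in size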
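RECQ1T1 50 nM; forked duplex (20 bp + 30-nt ss tails) 200 nM, ATP 2 mM final; pH 8.0, 2 mM MgCl2, 2.5 ug/ml poly(dI-dC); 15 min compound preincubation; discontinuous kinetic read over 2 h at RT.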
ALDH1A1 block – blocks purified human ALDH1A1 activity; P00352; Purified ALDH1A1, NADH fluorescence, propionaldehyde substrate; Potency, µM (top dose mostly 75.3 µM), for inactives: at the highest dose activity, negative = inhibition, hits mostly inhibitors; actives 7.3% (n = 220,000); active means well fitted inhibition curve with a large enough effect, not every such curve was filed as active; inconclusive means small, poorly fitted or top-dose-only effect, or another doubt; inactive means no such curve, though single readings can be large or run the other way;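 further: plate controls were no enzyme wells and a reference inhibitor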
Target sequence (P00352 whole entry, looked up): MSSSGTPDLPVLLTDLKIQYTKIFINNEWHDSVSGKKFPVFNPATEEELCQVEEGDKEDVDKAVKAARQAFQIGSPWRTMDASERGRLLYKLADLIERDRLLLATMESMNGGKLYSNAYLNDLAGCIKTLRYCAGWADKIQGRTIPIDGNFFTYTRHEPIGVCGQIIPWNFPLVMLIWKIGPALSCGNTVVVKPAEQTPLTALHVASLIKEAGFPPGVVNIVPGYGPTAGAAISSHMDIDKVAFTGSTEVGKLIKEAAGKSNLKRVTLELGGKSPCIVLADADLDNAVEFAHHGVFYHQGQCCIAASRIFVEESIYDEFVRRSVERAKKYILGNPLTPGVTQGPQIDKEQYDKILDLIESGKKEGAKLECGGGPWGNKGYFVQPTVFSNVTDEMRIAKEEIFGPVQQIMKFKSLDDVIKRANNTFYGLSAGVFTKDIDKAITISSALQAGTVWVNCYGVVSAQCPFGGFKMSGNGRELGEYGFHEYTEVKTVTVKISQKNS
Starred values were filed as active, the others as inactive; i = inactive; ? = inconclusive; · = no result given; & = joins results of further samples; ! = not confirmed by another sample; [ ] = remark or other dose. Unless noted, the call rests on the fitted dose curve; in most records, active means well fitted curve in the direction sought with a large enough effect; inconclusive means small, poorly fitted or top-dose-only effect, or another doubt; inactive means no such curve, though single readings can be large; an effect the other way counts as inactive or inconclusive. Potency means the concentration at half of the fitted maximal effect. Only part of the results is shown, so the mix of outcomes need not match the whole.

Preview:
1: Cn1cccc1/C=C1/C(=O)NC(=O)N(Cc2ccc(F)cc2)C1=O
2: O=c1[nH]c(=S)n(Cc2ccc(F)cc2)c(O)c1C=NCc1ccc2c(c1)OCO2
Assay by compound	1	2
Tau fibril ThT	·	·
KDM4E inh	-10.6%	-0.6%
SMN2 splice enh	·	·
RECQ1 inh	?	-9.9%
ALDH1A1 block	·	·

Main list, from the start:
1: Cn1cccc1/C=C1/C(=O)NC(=O)N(Cc2ccc(F)cc2)C1=O
2: O=c1[nH]c(=S)n(Cc2ccc(F)cc2)c(O)c1C=NCc1ccc2c(c1)OCO2
3: CCN(CCO)c1ccc(N=Cc2c(O)n(C)c(=S)[nH]c2=O)cc1
4: Cn1cccc1/C=C1/C(=O)NC(=S)N(Cc2ccc(F)cc2)C1=O
5: CCN(CC)CCN/N=C(\C)c1c(O)[nH]c(=O)[nH]c1=O
6: CCCCCCCCN=Cc1c(O)[nH]c(=O)[nH]c1=O
7: CC(=O)N1N=C(c2cccnc2)OC1c1ccccc1Cl (centres undefined)
8: CCCNC1=C(C)C(=O)C2=C(C1=O)C(COC(N)=O)[C@]1(OC)C3NC3CN21 (some centres undefined)
9: O=[N+]([O-])c1cc(F)c(N2CCCCC2)cc1Br
10: CN1C(=O)NC(=O)/C(=C/c2ccc(C(=O)O)cc2)C1=O
Assay by compound	1	2	3	4	5	6	7	8	9	10
Tau fibril ThT	·	·	·	·	·	·	·	·	·	·
KDM4E inh	-10.6%	-0.6%	?	-7.7%	-23.2%	3.1%	?	?	2.8%	-10.0%
SMN2 splice enh	·	·	·	·	·	·	·	·	·	·
RECQ1 inh	?	-9.9%	-14.5%	25.1µM*	-5.2%	i	-8.5%	-12.6%	-13.8%	-6.8%
ALDH1A1 block	·	·	·	·	·	·	·	·	·	·

11: O=P1(NCCCn2cc[n+](Cc3nc4ccccc4[nH]3)c2)C=C(c2ccccc2)OC(c2ccccc2)=C1
12: CC12CC[C@H]3[C@@H](CCC4(O)C[C@H](O)CCC34/C=N/NC(=O)c3ccccc3F)C1(O)CCC2C1=CC(=O)OC1 (some centres undefined)
13: O=c1[nH]c(=O)n(CCc2ccccc2)c(O)c1/C=N/N1CCOCC1
14: C(=N\NC1=NCCCCC1)/c1c[nH]c2ccccc12
15: CC1CCC(C(C)C)C(OC(=O)Cn2c(COc3ccccc3)[n+](C)c3ccccc32)C1 (centres undefined)
16: COc1cc2c(cc1OC)C(c1c(O)n(CCc3ccccc3)c(=S)[nH]c1=O)NCC2 (centres undefined)
17: COc1ccc(CN2C(=O)NC(=O)/C(=C/c3cc(OC)c(OC)c(OC)c3)C2=O)cc1
18: O=c1[nH]c(O)c(/C=C2/C=CC(c3cc(Cl)ccc3Cl)=N2)c(=O)[nH]1
19: O=C1NC(=O)N(c2ccccc2)C(=O)/C1=C\c1ccc([N+](=O)[O-])s1
20: C=CCn1c(O)c(/C(C)=N/N2CCCCCC2)c(=O)[nH]c1=O
Assay by compound	11	12	13	14	15	16	17	18	19	20
Tau fibril ThT	·	·	·	·	·	·	·	·	·	·
KDM4E inh	-6.5%	1.9%	1.7%	-8.2%	-0.7%	?	-7.2%	1.9%	?	-4.8%
SMN2 splice enh	·	·	·	·	·	·	·	·	·	·
RECQ1 inh	-1.0%	-12.7%	-4.7%	-15.5%	-2.2%	?	-5.9%	-4.1%	?	-6.7%
ALDH1A1 block	·	·	·	·	·	·	·	·	·	·

3 entries from above, arranged by count of non-hydrogen atoms, ascending.
9: O=[N+]([O-])c1cc(F)c(N2CCCCC2)cc1Br
2: O=c1[nH]c(=S)n(Cc2ccc(F)cc2)c(O)c1C=NCc1ccc2c(c1)OCO2
15: CC1CCC(C(C)C)C(OC(=O)Cn2c(COc3ccccc3)[n+](C)c3ccccc32)C1 (centres undefined)
Assay by compound	9	2	15
Tau fibril ThT	·	·	·
KDM4E inh	2.8%	-0.6%	-0.7%
SMN2 splice enh	·	·	·
RECQ1 inh	-13.8%	-9.9%	-2.2%
ALDH1A1 block	·	·	·

The listing continues:
21: CC/C(=N\N1CCCCC1)c1c(O)[nH]c(=O)[nH]c1=O
22: COCCNC(=O)CN1C(=O)CN=C(c2ccccc2)c2ccccc21
23: CCOC(=O)CBr
24: ClCCl
25: Oc1cccc(Cl)c1
26: O=P(OCCCl)(OCCCl)OCCCl
27: Nc1c(Cl)c(Cl)nc(C(=O)O)c1Cl
28: Nc1cc(Cl)ccc1Cl
29: O=C(O)CBr
30: Oc1cccc(Cl)c1Cl
Assay by compound	21	22	23	24	25	26	27	28	29	30
Tau fibril ThT	·	·	·	·	·	·	·	·	·	·
KDM4E inh	0.4%	4.9%	·	·	·	·	·	·	·	·
SMN2 splice enh	·	·	3.6%	5.6%	-0.5%	2.3%	-0.5%	2.3%	-7.0%	-3.5%
RECQ1 inh	2.7%	-7.4%	-6.0%	11.8%	-10.2%	-3.2%	-1.1%	-5.7%	-11.7%	-7.0%
ALDH1A1 block	·	·	?	?	2.2%	28.2µM*	12.3%	-3.2%	-13.2%	8.4%

31: COC(=O)c1ccccc1C(=O)OC
32: c1ccoc1
33: O=[N+]([O-])c1c(Cl)c(Cl)c(Cl)c(Cl)c1Cl
34: C(CCOCC1CO1)COCC1CO1 (centres undefined)
35: O=[N+]([O-])c1ccc(F)c([N+](=O)[O-])c1
36: CN=C=S
37: C=CC=O
38: CCNCC
39: Nc1ccc(-c2ccc(N)cc2)cc1
40: N#CCc1ccccc1
Assay by compound	31	32	33	34	35	36	37	38	39	40
Tau fibril ThT	·	·	·	·	·	·	·	·	·	·
KDM4E inh	·	·	·	·	·	·	·	·	·	·
SMN2 splice enh	9.0%	13.5%	-3.5%	26.0%	-16.0%	4.5%	-1.9%	1.1%	20.8%	0.0%
RECQ1 inh	2.6%	-14.9%	-13.4%	6.5%	-2.8%	-4.7%	3.0%	-4.1%	-6.0%	-13.3%
ALDH1A1 block	15.2%	7.7%	2.1%	-13.7%	20µM*	?	0.0224µM*	4.3%	?	2.0%

41: COC1=CC(=O)OC(CCc2ccc3c(c2)OCO3)C1 (centres undefined)
42: CCN(N=O)C(N)=O
43: Cc1cc(-c2ccc(N)c(C)c2)ccc1N
44: [O-]/[N+](=N\O)c1ccccc1
45: O=C=NC1CCCCC1
46: CC(C)C#N
47: Cc1ccc(N)cc1Cl
48: Nc1cccc2c(N)cccc12
49: C[C@]1(O)CC[C@H]2[C@@H]3CCC4=CC(=O)CC[C@]4(C)[C@@]3(F)[C@@H](O)C[C@@]21C
50: O=[N+]([O-])C(Br)Br
Assay by compound	41	42	43	44	45	46	47	48	49	50
Tau fibril ThT	·	·	·	·	·	·	·	·	·	·
KDM4E inh	·	·	·	·	·	·	·	·	·	·
SMN2 splice enh	-9.0%	7.1%	-1.3%	-16.1%	8.4%&3.0%	-15.9%	5.6%	-18.3%	2.7%	17.8%
RECQ1 inh	18.5%	-6.9%	-18.0%	-0.9%	14.6%&16.3%	8.4%	-14.9%	-21.2%	-13.8%	-2.2%
ALDH1A1 block	?	-13.3%	28.2µM*	10µM*	28.2µM*!	15.8%	12.1%	?	-1.1%	1.41µM*

51: c1nc[nH]n1
52: C(=NC1CCCCC1)=NC1CCCCC1
53: c1ccc(NNc2ccccc2)cc1
54: Cc1ccc(N)cc1C
55: CNC(=O)O/N=C/C(C)(C)S(C)=O (centres undefined)
56: O=C(O)C(Cl)Br (centres undefined)
57: Oc1c(Cl)cc(Cl)cc1Cl
58: c1ccc2c(c1)ccc1cc3c(ccc4ccccc43)cc12
59: O=[N+]([O-])c1cc(C(F)(F)F)cc([N+](=O)[O-])c1Cl
60: CC(C)(C)OOC(=O)c1ccccc1
Assay by compound	51	52	53	54	55	56	57	58	59	60
Tau fibril ThT	·	·	·	·	·	·	·	·	·	·
KDM4E inh	·	·	·	·	·	·	·	·	·	·
SMN2 splice enh	-4.2%	0.1%	-1.6%	-1.6%	9.4%	-1.7%	-1.1%	21.7%	5.4%	1.3%
RECQ1 inh	-4.0%	-1.5%	0.0%	-1.0%	13.2%	11.4%	?	1.6%	-6.1%	-1.2%
ALDH1A1 block	1.2%	-8.4%	10µM*	?	28.2µM*	?	?	?	?	?

61: O=[N+]([O-])c1cc([N+](=O)[O-])c2ccccc2c1
62: COC(=O)[C@@H]1[C@@H](O)[C@@]2(O)c3c(OC)cc(OC)cc3O[C@@]2(c2ccc(OC)cc2)[C@H]1c1ccccc1
63: COC(=O)NC/C=C\c1nc(CC/C=C\C(=O)O[C@H]2C[C@H]3CC(=O)O[C@@H](/C=C\CC(C)C)C[C@@H]4CC[C@H](C)[C@H](C[C@@H](OC)C[C@H](C2)O3)O4)co1
64: CCC1CN2CCC1CC2C(Oc1cc2ccccc2c2ccccc12)c1ccnc2ccc(O)cc12 (centres undefined)
65: C=C1C([C@@H](O)C[C@H](C)C2O[C@@]3(CCCCO3)CC[C@H]2C)OC2CC[C@@]3(CC[C@@H](/C=C/[C@@H](C)C4CC(C)=C[C@]5(O4)O[C@H](C[C@@](C)(O)C(=O)O)CCC5O)O3)OC2[C@@H]1O (some centres undefined)
66: Cn1c(=O)oc2cc(NC(=O)CCl)ccc21
67: O=c1[nH]c(=S)n(CCC2=CCCCC2)c(O)c1/C=N/Nc1ccccc1
68: CC12CCC3C(CC=C4CC(O)CCC43C)C1C/C(=C\N1CCCC1)C2=O (centres undefined)
69: O=C(Nc1cccc(Br)c1)c1c(O)c2c(n(Cc3ccccc3)c1=O)CCCC2
70: COC(=O)[C@]12OC[C@]34C([C@@H](O)[C@@H]1O)[C@]1(C)CC(=O)C(O)=C(C)[C@@H]1C[C@H]3OC(=O)[C@H](O)[C@@H]24 (some centres undefined)
71: O=c1[nH]c(CN2CC=C(c3ccccc3)CC2)nc2scc(-c3ccccc3)c12
72: CN1CCN(c2ccc([N+](=O)[O-])c3no[n+]([O-])c23)CC1
73: C/C=C(\C)C(=O)OC1C(C)=C2C(C1OC(=O)CCCCC)C(C)(OC(C)=O)CC(OC(=O)CCC)C1(O)C2OC(=O)C1(C)O (centres undefined)
Assay by compound	61	62	63	64	65	66	67	68	69	70	71	72	73
Tau fibril ThT	·	-9.3%[11.5 µM]	3.8%[11.5 µM]	?	0.0%	-13.4%	?	-12.6%	0.8%	3.5%	?	12.6µM*	?
KDM4E inh	·	·	·	·	·	?	-15.8%	-2.7%	-2.4%	2.7%	?	14.1µM*	-11.8%
SMN2 splice enh	-3.1%	·	·	·	·	·	·	·	·	·	·	·	·
RECQ1 inh	-10.1%	11.8%[11.5 µM]	i[11.5 µM]	10.8%[11.5 µM]	i	1.7%	-12.9%	i	i	i	i	-10.4%	?
ALDH1A1 block	-5.7%	9.3%[13.5 µM]	-2.4%[13.5 µM]	-3.0%[13.5 µM]	1.9%	·	·	·	·	·	·	·	·
